From PubChem BioAssay
STEP inh: STEP phosphatase inhibitors, primary screen, biochemical, fluorescence intensity, uHTS; Tyrosine-protein phosphatase non-receptor type 5 (Homo sapiens), P54829; recombinant STEP, OMFP fluorogenic substrate; inhibition, % at 20 µM; 360,000 tested, 0.25% active;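 active means inhibition at 20 µM, scaled per plate between control wells, above about 37%, limit read from the data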;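 further: 0% = DMSO with enzyme and substrate and 100% = substrate only without enzyme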
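medium = Bis-Tris buffer pH 6.0, 2.5 mM DTT, 0.005% Tween 20 | test system = STEP (striatal-enriched tyrosine phosphatase) enzyme, cell-free | measure = normalized % inhibition | compound dosing = 20 µM, 1% DMSO | also added = 25 µM OMFP | schedule = reaction 20 min, ambient temperature | measured by = fluorescence read at 480 nm ex / 540 nm em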
Rpn11 block: Rpn11 (PSMD14) deubiquitinase inhibitors, primary screen, biochemical, fluorescence polarization, uHTS; human 26S proteasome, Ub4-pepOG fluorescence polarization; 20S core pre-blocked with epoxomicin; 360,000 tested, 0.59% active; AID 588493, 2011; calls only at 20 µM; 26S proteasome non-ATPase regulatory subunit 14 (Homo sapiens), O00487;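 active means inhibition at 20 µM, scaled to each plate's controls, above about 33%, limit read from the data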
Target sequence (O00487 whole entry, looked up): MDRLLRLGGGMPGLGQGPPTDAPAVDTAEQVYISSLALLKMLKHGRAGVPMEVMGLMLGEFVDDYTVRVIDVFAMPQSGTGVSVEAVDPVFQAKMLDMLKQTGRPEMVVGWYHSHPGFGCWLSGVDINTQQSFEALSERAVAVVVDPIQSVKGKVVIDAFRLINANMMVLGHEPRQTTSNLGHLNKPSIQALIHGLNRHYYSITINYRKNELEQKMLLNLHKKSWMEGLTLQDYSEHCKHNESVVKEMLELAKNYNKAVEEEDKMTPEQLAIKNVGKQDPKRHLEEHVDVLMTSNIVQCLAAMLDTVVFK
MsrA inh: bovine MsrA enzyme inhibitors, primary screen, biochemical, absorbance, HTS | Methionine sulfoxide reductase A (Bos taurus) | purified bovine MsrA, absorbance read-out | inhibition, % at 15.5 µM | 360,000 tested, 0.75% active; in the data active means inhibition above about 4.5%;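 further: 0% = vehicle wells with enzyme and 100% = reference inhibitor wells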
LMPTP block: LMPTP phosphatase inhibitors, primary screen, biochemical, fluorescence intensity, uHTS; recombinant LMPTP-A, OMFP fluorogenic substrate; 360,000 tested, 0.22% active; Low molecular weight phosphotyrosine protein phosphatase (Homo sapiens), P24666; inhibition, % at 20 µM;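 active means compounds that cut the enzyme signal by at least half of the control window in the single-dose screen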;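 further: plate controls were DMSO wells with enzyme plus substrate for no effect and substrate without enzyme for full effect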
Target sequence (P24666 whole entry, looked up): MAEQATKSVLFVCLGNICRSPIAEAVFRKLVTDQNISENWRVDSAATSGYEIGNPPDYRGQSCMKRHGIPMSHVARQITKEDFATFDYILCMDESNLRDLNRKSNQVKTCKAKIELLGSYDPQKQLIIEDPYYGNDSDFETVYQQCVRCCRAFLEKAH
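Test system: LMPTP-A phosphatase enzyme. Amount: LMPTP-A at 0.625 nM final in the reaction. Reagent: OMFP substrate, 400 µM final. Times: 50 min at room temperature. Signal: endpoint fluorescence intensity from OMFP dephosphorylation. Read-out basis: % inhibition. Benchmarks: no-enzyme and uninhibited controls.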
Scp1 inh: Scp-1 phosphatase inhibitors, primary screen, biochemical, colorimetric, uHTS; Recombinant Scp1, phosphopeptide, malachite green phosphate absorbance; inhibition, % at 20 µM; 340,000 tested, 0.88% active;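 active means inhibition above about 50% at 20 µM, limit read from the data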;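 further: plate controls were DMSO wells with enzyme for no effect and wells lacking enzyme for full effect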
Target sequence (Q9GZU7 76-261 limits assumed): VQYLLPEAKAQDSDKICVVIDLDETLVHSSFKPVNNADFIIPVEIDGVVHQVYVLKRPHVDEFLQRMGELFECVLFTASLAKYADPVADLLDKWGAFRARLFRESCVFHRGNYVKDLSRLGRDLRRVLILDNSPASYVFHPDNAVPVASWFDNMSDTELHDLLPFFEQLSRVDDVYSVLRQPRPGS
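Times: enzyme reaction 45 min at room temperature, colour 5 min, stabilisation 30 min. Material: SCP-1 catalytic fragment, aa 76-261. Medium: Acidic Tris acetate buffer with magnesium and detergent. Signal: colorimetric free-phosphate detection, absorbance 630 nm. Read-out basis: % inhibition of SCP-1 phosphate liberation. Reagent: Phosphorylated 17-residue peptide substrate.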
CSN deneddyl inh: inhibitors of CSN-mediated cullin deneddylation, primary screen, biochemical, fluorescence polarization, uHTS | inhibition, % at 12.5 µM | Purified CSN, SCF-Nedd8-OG deneddylation | COP9 signalosome complex subunit 5 (Homo sapiens), Q92905 | 360,000 tested, 0.38% active;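 active means pattern-corrected inhibition above about 35%, with an unprinted fluorescence ratio check between 0.5 and 1.5, limit read from the data, passing the limit was not always enough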;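 further: 0% = enzyme with substrate and 100% = substrate without enzyme; some results filed as inactive read as strong as hits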
Target sequence (Q92905 whole entry, looked up, one chain of several): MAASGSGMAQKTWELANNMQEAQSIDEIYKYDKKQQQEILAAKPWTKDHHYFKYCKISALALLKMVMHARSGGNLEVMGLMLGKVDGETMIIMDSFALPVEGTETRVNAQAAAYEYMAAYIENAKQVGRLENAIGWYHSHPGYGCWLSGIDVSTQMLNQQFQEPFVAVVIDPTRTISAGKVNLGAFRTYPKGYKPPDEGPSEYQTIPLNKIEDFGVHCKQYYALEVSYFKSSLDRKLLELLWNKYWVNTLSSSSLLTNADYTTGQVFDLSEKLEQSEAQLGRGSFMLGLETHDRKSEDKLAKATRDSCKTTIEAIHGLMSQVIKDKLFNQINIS
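Material: purified human Csn5 enzyme expressed in HEK293T cells / Medium: Tris buffer pH 7.5, NaCl, DTT, Tween-20, trehalose, ovalbumin / Compound dosing: 12.5 µM single point / Schedule: 90 min incubation of compound, enzyme and substrate at room temperature / Signal: fluorescence polarization of the substrate / Control set: no-enzyme wells high, enzyme-with-substrate wells low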
NadD block: inhibitors of S. aureus NadD, primary screen, biochemical, colorimetric, uHTS. Nicotinate-nucleotide adenylyltransferase NadD (Staphylococcus aureus N315). purified NadD enzyme, colorimetric absorbance read-out. inhibition, % at 20 µM. 360,000 tested, 0.78% active. AID 602399, 2012; in the data active means inhibition above about 26%; further: some compounds past the cut are filed as inactive
SUMO1-SIM PPI: modulators of SUMO1 protein-protein interactions, primary screen, biochemical, uHTS; Small ubiquitin-related modifier 1 (Homo sapiens), P63165; SUMO1 binding to a labelled peptide, TR-FRET, 1 h; inhibition, % at 20 µM; 360,000 tested, 0.33% active; AID 602429, 2012; in the data active means inhibition above about 37%
Tb MetRS inh: T. brucei MetRS inhibitors, primary screen, biochemical, luminescence | purified T. brucei MetRS, ATP depletion, Kinase-Glo luminescence | 360,000 tested, 0.4% active | AID 624268, 2012 | methionyl-tRNA synthetase (Trypanosoma brucei brucei) | inhibition, % at 11.9 µM;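 active means inhibition above a per-plate cutoff of the control wells' mean inhibition plus 3 SD, cut at about 5.5% in these data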;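 further: 0% = DMSO wells median and 100% = median of wells with control inhibitor compound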
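Material: T. brucei methionyl-tRNA synthetase, purified; reagent: substrates ATP, L-methionine and bulk Escherichia coli tRNA; dosing: 11.9 µM single point; timing: 15 min plus 2 h at 25 °C; detection: luminescence of leftover ATP; evaluation: % inhibition; control set: DMSO-only wells as low control; replicates: singlicate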
DNMT1 inh: human DNMT1 methyltransferase inhibitors, primary screen, biochemical, molecular beacon, fluorescence, HinP1I cleavage, uHTS | DNA (cytosine-5)-methyltransferase 1 (Homo sapiens), P26358 | inhibition (reported as % activation of signal), % at 10 µM | 360,000 tested, 0.83% active; in the data active means inhibition above about 50%
The depositor's hits bear a star; i = inactive; x = no result given.

Results follow in this order: STEP inh, DNMT1 inh, LMPTP block, Scp1 inh, CSN deneddyl inh, NadD block, MsrA inh, Tb MetRS inh, Rpn11 block, SUMO1-SIM PPI
CCC(C)NC(=O)c1cc(-c2cccs2)nc2ccccc12 (centres undefined)
  -2, 1, 0.2, -6, 4, -2, 3.0, -1.1, i, -7
COc1ccc(C2=Nn3c([n+](C)c4ccccc43)SC2)cc1
  -1, -2, 1.3, 2, 1, -4, 1.3, 0.2, i, -24
OCc1nc2ccccc2n1CCCc1ccccc1
  0, -1, -0.8, x, 2, -3, -0.1, -0.1, i, 1
CCOC(=O)Cc1nn(CC)c(=O)c2ccccc12
  -1, 1, 0.3, 2, -1, 2, -0.9, 0.2, i, 1
CCOC(=O)CN1C(=O)/C(=C/c2c(F)cccc2Cl)Oc2ccccc21
  2, -3, 4.7, -18, 0, -8, 2.4, -0.1, i, -4
COc1ccc(/C=C(/NC(=O)c2ccc(Br)cc2)C(=O)Nc2cccc(C(=O)O)c2)cc1
  -2, 2, -0.1, x, 2, 2, 1.9, 0.4, i, -4
COc1cc(-c2nc3ccc(N4CCN(C)CC4)cc3[nH]2)cc(OC)c1OC
  5, -10, -0.5, -7, -4, -5, 1.4, -0.4, i, 15
Cc1[nH]nc2c1C(c1cccs1)C1=C(CC(C)(C)CC1=O)N2 (centres undefined)
  0, 2, 1.5, -2, -9, 0, 1.4, -0.2, i, 3
COc1cc2c(cc1OC)CN(C(=O)/C=C/c1cccs1)CC2
  1, -8, -0.2, -5, 5, -1, 0.3, -0.6, i, -15
COc1ccc(S(=O)(=O)N(C)CC(=O)NC2CCCCC2)cc1Cl
  1, 1, -0.4, 3, 1, -6, 0.7, -0.8, i, 2
CC(=O)Nc1ccc(/C=N/NC(=O)c2cc(-c3ccco3)nc3ccccc23)cc1
  1, -6, -0.1, -1, 4, 7, 3.0, -0.3, i, -3
CCOc1ncccc1C(=O)Nc1ccc(-c2ccc3nnc(C)n3n2)cc1
  2, 3, 0.4, 9, -2, -8, -0.3, -0.8, i, -18
COc1ccc(/C=C/C(=O)OCC(=O)N2CCCC2)c(OC)c1
  1, 0, -1.4, -2, -1, -1, 4.4, -0.5, i, -12
Cc1ccc(CN2C(=O)CSC2c2ccccc2F)cc1 (centres undefined)
  0, 4, 1.4, -4, 4, -10, -0.8, -1.2, i, 2
CCn1c(SCC(=O)Nc2ccc(F)cc2)nnc1-c1cnccn1
  0, 0, -0.7, -1, -4, -3, 0.4, -0.8, i, -1
CS(=O)(=O)NNC(=O)c1csc(Cc2c(Cl)sc3ccc(Cl)cc23)n1
  0, 3, -1.7, -11, 3, -3, 0.2, -0.3, i, 2
O=c1cc(CN2CCCCCC2)nc2sccn12
  -1, -4, -0.6, -5, -1, -4, 0.3, -0.3, i, -4
COc1cc2c(cc1OC)C(C(=O)NCCN1CCOCC1)C1c3ccccc3CCN1C2=O (centres undefined)
  3, 8, 0.7, -5, 5, -2, -1.7, -0.2, i, 6
Cc1ccc(-c2cc(-c3cccs3)[nH]n2)c(O)c1
  2, -6, 4.6, -1, 4, 4, -0.7, -1.8, i, -1
CC(NC(=O)CSc1nnc2n1CCCCC2)c1ccccc1Cl (centres undefined)
  -2, 0, 14, -6, 1, 2, 2.6, -0.1, i, 7
O=C(NCc1ccccc1F)c1ccc2ccccc2n1
  -1, -1, 0.0, -1, 2, 2, -0.5, -0.2, i, -5
O=C(CCCn1c(SCC(=O)Nc2ccccc2C(F)(F)F)nc2ccccc2c1=O)NCC1CCCO1 (centres undefined)
  -1, -3, -1.3, 1, 4, 2, -0.4, -0.5, i, -1
CC(Oc1ccc(C(C)(C)C)cc1)C(=O)NC1CC(C)(C)NC(C)(C)C1 (centres undefined)
  -1, -1, 1.1, 1, -4, -7, -0.1, -0.4, i, 3
O=C(O)/C=C/c1ccc(S(=O)(=O)N(CCO)CCO)cc1
  3, -1, -0.8, -1, -2, -5, 1.2, -0.4, i, -2
CCOC(=O)c1c(C)[nH]c(C(=O)CN2C(=O)C(=O)N(CC(C)C)C2=O)c1C
  -1, 0, -0.6, -4, 2, -3, -0.9, -0.7, i, 2
CCN(CC)CCCNC(=S)N1CCn2c(nc3ccccc32)C1
  30, 0, -1.6, 0, -2, -2, 0.3, -0.1, i, 1
O=C(Nc1ccccc1C(=O)N/N=C/c1ccco1)c1ccccc1Cl
  0, -3, -0.2, -1, 2, -5, 1.5, -1.6, i, -8
O=C(c1ccccc1)N1CCN(C(=O)c2ccccc2Br)CC1
  1, 0, -2.3, -11, -2, 4, 0.9, -0.4, i, 1
CC1CCCC(NC(=O)COC(=O)CN2C(=O)C3CCCCC3C2=O)C1C (centres undefined)
  -2, -5, 0.4, 1, -4, 3, 1.6, -0.3, i, 0
Cc1ccc(C)c(NC(=O)Cc2nc(CNCC(C)C)cs2)c1
  0, -2, -0.4, -5, 0, -11, -1.0, -0.1, i, 3
Cc1ccc2c(c1)C(=O)CC(O)(C(F)F)O2 (centres undefined)
  -3, 2, -1.4, -3, -6, -1, 0.2, 0.6, i, -1
CS(=O)(=O)c1ccc(Cl)c(NC(=O)Cc2c(Cl)cccc2Cl)c1
  1, 5, -0.2, -3, -5, -1, 0.8, -0.4, i, 6
CC1(c2nnnn2Cc2ccccc2)CCC(=O)N1Cc1cccs1 (centres undefined)
  x, x, -0.3, x, 0, -5, -0.4, -0.1, x, 3
CCCCN(C)C(=O)c1[nH]c(C(F)(F)F)nc1-c1ccccc1
  -1, -4, -0.8, x, -2, -4, 1.1, -0.3, i, -3
N#CC1(NC(=O)COc2ccc(S(=O)(=O)N3CCCC3)cc2[N+](=O)[O-])CCCCC1
  -4, 0, 0.2, 6, 1, 5, 0.8, -0.3, i, -21
CCCn1c(SCC(=O)NCc2ccc(OC)cc2)n[nH]c1=O
  -3, -5, -2.5, -12, -8, -7, -0.1, -0.9, i, 0
CC1=NN(C(C#N)c2ccc(F)cc2)C(C)(C)C1 (centres undefined)
  -1, -4, -1.3, 1, -1, -2, 0.0, -0.3, i, 0
S=c1[nH]cnc2scc(-c3ccccc3)c12
  2, -2, -0.4, -8, -1, 7, 1.5, 0.2, i, -4
COc1ccccc1OCCCC(=O)Nc1nccs1
  -1, -3, 0.0, -1, 9, 1, -0.6, -0.2, i, -4
O=C(N/C(=C\c1ccc([N+](=O)[O-])cc1)C(=O)N1CCCCC1)c1ccc(Br)o1
  5, 0, 0.6, 4, -6, -2, 0.6, -0.4, i, -34
O=C(NCC1CCCO1)c1ccc[nH]1 (centres undefined)
  -3, 1, -1.0, -4, 1, 2, 0.1, -0.9, i, 4
Cc1ccc(S(=O)(=O)c2cc(C#N)c(=O)[nH]c2N)cc1
  0, 5, -1.5, -2, 12, 5, -0.6, 0.8, i, 9
O=C(Nc1ccc(Cl)cn1)c1ccccc1F
  -1, 4, 0.0, 9, 12, 1, 0.0, -0.3, i, -3
Cc1ccc(S(=O)(=O)N=Nc2c(O)[nH]c3ccccc23)cc1
  0, -3, 0.1, -1, 4, -1, -1.4, -0.1, i, -14
O=C(NCc1ccccc1Cl)c1ccncc1
  -4, -1, -2.1, 4, 1, -2, -1.6, -1.2, i, 6
Cc1cccc(OCC(=O)N(Cc2ccccc2)c2c(N)n(Cc3ccccc3)c(=O)[nH]c2=O)c1
  1, 0, -0.1, 1, 1, -3, 0.5, -0.6, i, 4
O=C(NCc1ccc(N2CCCC2=O)cc1)c1cn(Cc2ccccc2)nn1
  -4, 2, -1.9, -5, 1, -1, -1.3, -0.3, i, 0
Cc1cc(C(=O)OCC(=O)N(CC(C)C)c2c(N)n(Cc3ccccc3)c(=O)[nH]c2=O)c2ccccc2n1
  -4, -1, 0.3, -10, -3, 6, 0.9, -0.2, i, -8
COc1c(-c2ccccc2)oc2c(ccc3occc32)c1=O
  2, 0, 1.7, -5, 10, -9, 1.5, -0.5, i, -9
O=C(c1cc(N2C(=O)C3C4CCC(C4)C3C2=O)ccc1Cl)N1CCCCCC1 (centres undefined)
  -3, 1, -0.8, -7, -5, -1, 0.8, 1.7, i, -3
CCOc1ccccc1NC(=S)Nn1cnnc1
  6, 3, 3.3, 7, 4, 1, -1.0, -0.6, i, 2
Cc1ccnc(NS(=O)(=O)c2ccc(NC(=O)c3cc(-c4ccccc4)nc4ccccc34)cc2)n1
  1, -9, 1.4, -3, 3, 14, 0.8, 0.3, i, -2
C=CCN1C(=O)c2ccc(C(=O)N3CCN(S(=O)(=O)c4cc(C)ccc4C)CC3)cc2C1=O
  1, 2, 1.9, 2, 2, -3, 0.6, -0.7, i, -19
Cc1cc(C)c2nc(SCC(=O)NCC3CCCO3)c(C#N)cc2c1 (centres undefined)
  -2, 5, -0.9, -4, -8, -6, 0.8, -0.5, i, -8
NS(=O)(=O)c1cccc(NC(=O)CN2CCC(Cc3ccccc3)CC2)c1
  0, -4, -1.5, -3, 0, -5, 0.1, -0.5, i, 0
CCOc1ccc(NS(=O)(=O)c2ccc(C(=O)N(C)CC(=O)Nc3ccc(OC)cc3)cc2)cc1
  -2, 4, -0.4, -4, 2, -4, -0.5, -0.7, i, 9
Cc1cc(C=O)c(C)n1-c1ccc(NC2CCCCC2)c([N+](=O)[O-])c1
  4, -3, 3.7, 3, -2, 0, 0.8, -0.4, i, -28
